P. falciparum M17LAP: P. falciparum M17LAP inhibitors, primary screen, biochemical, fluorogenic H-Leu-NHMec substrate, 1536-well (AID 1619); recombinant M17LAP, H-Leu-NHMec fluorogenic kinetic assay; higher % means a stronger effect; one-dose inhibition, % at 30 µM; IC50 in µM for titrated hits; actives 0.38% (n = 220,000);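 active = compound inhibiting the enzyme by more than half at any dose during confirmatory dose-response retesting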;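 also: plate controls were full reaction with DMSO carrier for no effect and no enzyme background for full effect; strong numbers were not always called active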
Yfh1-depleted yeast: enhancers of respiration in Yfh1-depleted yeast, dose response, Friedreich's ataxia, plus single-dose screen (AID 1465) | S. cerevisiae Yfh1-off respiration, WST-1 reduction, 72 h; higher fold induction means a stronger effect | one-dose fold induction at 50 µM; EC50 in µM for titrated hits | actives 0.074% (n = 220,000);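 active = fold induction of absorbance versus untreated yeast above a set limit, then at least 30% activation at any dose in follow-up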;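 also: activators that raise dye reduction in frataxin-depleted yeast; strong numbers were not always called active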
P. falciparum M1AAP: malaria alanyl aminopeptidase activity blockers – biochemical, fluorogenic H-Leu-NHMec substrate, 1536-well (AID 1445) | recombinant M1AAP, H-Leu-NHMec fluorogenic kinetic assay; higher % means a stronger effect | inhibition, % at 30 µM; hits with a dose series show IC50 in µM | actives 0.42% (n = 220,000);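 active = primary inhibition above the hit cutoff, then over 50% inhibition at one or more dose response concentrations, cut at about 23% in these data, passing the limit was not always enough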;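 also: plate controls were DMSO full reaction for no effect and no enzyme background for full effect; strong numbers were not always called active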
Dynein transport: blocks dynein driven cargo transport along microtubules | 3617.4 mouse cells, GR-EGFP nuclear translocation imaging; test concentration mostly 20 µM; stimulated with dexamethasone, 1 µM; stronger effect = lower value | z-score, hits read low | actives 0.47% (n = 220,000);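 active = plate z-score of nuclear minus cytoplasmic receptor signal below a set negative limit, without overly bright fluorescence or cell loss, cut at about -3.5 in these data, passing the limit was not always enough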;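 also: z-score of nuclear minus cytoplasmic ring GR-EGFP intensity difference per well; some compounds called inactive have numbers as strong as hits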
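Buffer or medium: tet-free, stripped-serum medium; reagent: dexamethasone at 1.0 µM final, 30 min; incubation: 48 h induction, 1 h compound, 30 min dex at 37 °C; measured by: formaldehyde fixation, Hoechst nuclear stain, 10x automated fluorescence imaging; read-out: nuclear-to-cytoplasmic GR-EGFP distribution per well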
MT stabilizer: stabilizes microtubules in HeLa cells; HeLa tubulin immunostaining HCS, 24 h; share of cells brighter than vehicle mean+2SD; % tubulin-high responders, % at 10 µM; actives 0.83% (n = 200,000); AID 2205;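 active = plate Z-score above 3 for both tubulin-high and condensed-nucleus cell shares, with cell loss under 80%, at 10 µM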;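 also: anti alpha tubulin signal scored within the nucleus-defined area of each cell; some results filed as inactive read as strong as hits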
bCat nuc transl: beta-catenin nuclear translocation modulation. HeLa beta-catenin nuclear translocation, immunofluorescence imaging. nuclear translocation activity, % at 5 µM. actives 0.3% (n = 190,000). AID 1665;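 active = nuclear translocation activity above 50% at 5 µM, with a well cell count of 50 or more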;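 also: per-cell ratio of nuclear to cytoplasmic median beta-catenin stain intensity; plate controls were DMSO negative control for no effect and GSK-3 inhibitor IX positive control for full effect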
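Test system: HeLa cells, endogenous beta-catenin; Compound: single 5 µM dose plus 0.02–20 µM confirmation series; Times: compound exposure 24 h at 37°C; Signal: fluorescence imaging of beta-catenin antibody stain plus DAPI; Read-out: % activation, nuclear-to-cytoplasmic median beta-catenin signal ratio per cell.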
WT yeast gro inh: growth inhibition of WT yeast, mitochondrial fusion screen; mitochondrial fusion phenotypic screen, WT strain; inhibition, % at 10 µM; actives 2.1% (n = 190,000); AID 1362; in the data active = inhibition above about 58%; tested in S. cerevisiae
Autophagy mod: modulators of autophagy | MEF GFP-LC3 puncta imaging; test concentration mostly 10 µM | calls only at 10 µM (by protocol) | actives 0.98% (n = 190,000);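 active = percentage of spot-positive cells more than 3 SD above its plate mean, without a fluorescence outlier flag or 80% toxicity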;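 also: spot-positive cell cutoff set from DMSO-treated cells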
T cell HTS: modulates CD8 T cell binding to vesicles. 2C CD8+ T cell-vesicle binding, flow cytometry; stronger effect = lower value. actives 0.068% (n = 330,000). calls only at 7 µM;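 active = response, share of CD8 T cells binding vesicles, and their 90th percentile fluorescence all below set limits, cut at about 80% in these data, passing the limit was not always enough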
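Material: 2C TCR transgenic mouse naive CD8+ T cells, MACS-purified. Also added: QL9-charged Drosophila Ld/ICAM-1/B7-1 vesicles. Timing: binding 1.5 h at 37 °C. Measured by: high-throughput flow cytometry with anti-B7-1 and anti-CD8 staining. Read-out: percent CD8+ FL2 mean versus row control. Controls: Unloaded micro-vesicles (low), QL9 vesicles with 0.7% DMSO (high).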
WT yeast gro inh mutant strain: also measured in WT yeast gro inh; calls as there; inhibition, %; mitochondrial fusion phenotypic screen, mutant strain inhibition
Dynein transport cytoplasmic EGFP: recorded beside Dynein transport, whose call it bears; z-score; measured here: cytoplasmic GR-EGFP intensity; stronger effect = higher value
Dynein transport nuclear GR-EGFP: recorded beside Dynein transport, whose call it bears; z-score; measured here: nuclear GR-EGFP intensity;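 lower value marks the stronger effect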
Dynein transport cell count: second read-out of Dynein transport, no call of its own (marks repeat the call); z-score; measured here: cell count per field
bCat nuc transl cell count 5 µM: recorded beside bCat nuc transl, whose call it bears; cell count; measured here: cell count, cytotoxicity flag
T cell HTS vesicle-bound %: recorded beside T cell HTS, whose call it bears; double positive events, %; measured here: CD8+ vesicle-bound cell fraction;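 binding gate set so that unloaded-vesicle control wells show 10% double positive cells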
MT stabilizer Hoechst-high %: recorded beside MT stabilizer, whose call it bears; % Hoechst-high responders; measured here: nuclear condensation Hoechst responders;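 share of cells brighter than vehicle mean plus two SD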
MT stabilizer cytotoxicity %: recorded beside MT stabilizer, whose call it bears; toxicity, %; measured here: cytotoxicity by cell density;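 0% = mean cell density of plate MIN control wells and 100% = no cells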
Autophagy mod cell loss 18 h: recorded beside Autophagy mod, whose call it bears; toxicity, %; measured here: cell loss, nuclei count;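 cell loss after 18 h compound exposure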
The depositor's hits bear a star.

For O=C(NCc1nc2ccccc2[nH]1)C1=C[C@H](C2CCCCC2)C[C@H](OCc2ccc(CO)cc2)O1 the results were P. falciparum M17LAP 2%, Yfh1-depleted yeast inactive, P. falciparum M1AAP 0%, Dynein transport -0.49, MT stabilizer 8.6, bCat nuc transl 1.7, WT yeast gro inh 17, Autophagy mod inactive, T cell HTS inactive, WT yeast gro inh mutant strain 12, Dynein transport cytoplasmic EGFP -0.16, Dynein transport nuclear GR-EGFP -0.012, Dynein transport cell count 0.46, bCat nuc transl cell count 5 µM 1047, T cell HTS vesicle-bound % 42, MT stabilizer Hoechst-high % 18, MT stabilizer cytotoxicity % 25 and Autophagy mod cell loss 18 h -11.
For Cn1c(C(=O)OC(C(=O)NCC2CCCO2)c2cccnc2)cc2sccc21 (stereo unspecified) the results were P. falciparum M17LAP 5%, Yfh1-depleted yeast inactive, P. falciparum M1AAP -2%, Dynein transport -0.72, MT stabilizer 2.8, bCat nuc transl 0.5, WT yeast gro inh -32, Autophagy mod inactive, T cell HTS inactive, WT yeast gro inh mutant strain -1, Dynein transport cytoplasmic EGFP -0.35, Dynein transport nuclear GR-EGFP -0.18, Dynein transport cell count 0.92, bCat nuc transl cell count 5 µM 1022, T cell HTS vesicle-bound % 32, MT stabilizer Hoechst-high % 1.7, MT stabilizer cytotoxicity % 8.5 and Autophagy mod cell loss 18 h 11.
For COC(=O)c1sccc1NC(=O)CSc1ccccc1NS(=O)(=O)c1ccccc1Cl the results were P. falciparum M17LAP 2%, Yfh1-depleted yeast inactive, P. falciparum M1AAP 16%, Dynein transport -0.54, MT stabilizer 1.7, bCat nuc transl -3.7, WT yeast gro inh 7, Autophagy mod inactive, T cell HTS inactive, WT yeast gro inh mutant strain -13, Dynein transport cytoplasmic EGFP -0.15, Dynein transport nuclear GR-EGFP -0.53, Dynein transport cell count 1.1, bCat nuc transl cell count 5 µM 1089, T cell HTS vesicle-bound % 24, MT stabilizer Hoechst-high % 1.8, MT stabilizer cytotoxicity % 10 and Autophagy mod cell loss 18 h 2.
`COc1ccc(CN2CCNC(=O)C2CC(=O)N2CCCCO2)cc1OC` (stereo unspecified) gave P. falciparum M17LAP 0%, Yfh1-depleted yeast inactive, P. falciparum M1AAP 4%, Dynein transport 0.33, MT stabilizer 3.0, bCat nuc transl 1.5, WT yeast gro inh 3, Autophagy mod inactive, T cell HTS inactive, WT yeast gro inh mutant strain -1, Dynein transport cytoplasmic EGFP -0.24, Dynein transport nuclear GR-EGFP -0.045, Dynein transport cell count 0.34, bCat nuc transl cell count 5 µM 1151, T cell HTS vesicle-bound % 55, MT stabilizer Hoechst-high % 1.8, MT stabilizer cytotoxicity % 6.1 and Autophagy mod cell loss 18 h -22.
For O=C(N/N=C/c1ccc(N2CCOCC2)s1)c1ccccc1Br the results were P. falciparum M17LAP 31%, Yfh1-depleted yeast inactive, P. falciparum M1AAP 11%, Dynein transport -1.1, MT stabilizer 2.6, bCat nuc transl -0.1, WT yeast gro inh -6, Autophagy mod inactive, T cell HTS inactive, WT yeast gro inh mutant strain -9, Dynein transport cytoplasmic EGFP -0.19, Dynein transport nuclear GR-EGFP -0.62, Dynein transport cell count 1.4, bCat nuc transl cell count 5 µM 1113, T cell HTS vesicle-bound % 61, MT stabilizer Hoechst-high % 2.7, MT stabilizer cytotoxicity % 4.8 and Autophagy mod cell loss 18 h -8.
Screening Cc1cc(Cl)ccc1NC(=S)N1CCN(Cc2ccc3c(c2)OCO3)CC1 returned P. falciparum M17LAP -2%, Yfh1-depleted yeast inactive, P. falciparum M1AAP 4%, Dynein transport 1.3, MT stabilizer 3.6, bCat nuc transl -7.4, WT yeast gro inh 56, Autophagy mod inactive, T cell HTS inactive, WT yeast gro inh mutant strain 57, Dynein transport cytoplasmic EGFP 0.79, Dynein transport nuclear GR-EGFP 2.4, Dynein transport cell count -2, bCat nuc transl cell count 5 µM 514, T cell HTS vesicle-bound % 30, MT stabilizer Hoechst-high % 1.9, MT stabilizer cytotoxicity % 1.7 and Autophagy mod cell loss 18 h 20.
`Fc1ccc2nc3n(c2c1F)CCCCCC3` gave P. falciparum M17LAP -12%, Yfh1-depleted yeast inactive, P. falciparum M1AAP 5%, Dynein transport -0.62, MT stabilizer 2.1, bCat nuc transl 0.6, WT yeast gro inh 9, Autophagy mod inactive, T cell HTS inactive, WT yeast gro inh mutant strain 96, Dynein transport cytoplasmic EGFP -0.23, Dynein transport nuclear GR-EGFP -0.15, Dynein transport cell count 1.6, bCat nuc transl cell count 5 µM 950, T cell HTS vesicle-bound % 25, MT stabilizer Hoechst-high % 1.8, MT stabilizer cytotoxicity % 3.3 and Autophagy mod cell loss 18 h 13.
`CCOC(=O)c1cc(-c2ccccc2)n(CC(=O)Nc2ccc(OCC)cc2)c1C` gave P. falciparum M17LAP 2%, Yfh1-depleted yeast inactive, P. falciparum M1AAP 5%, Dynein transport -0.69, MT stabilizer 3.2, bCat nuc transl -4.1, WT yeast gro inh 5, Autophagy mod inactive, T cell HTS inactive, WT yeast gro inh mutant strain 5, Dynein transport cytoplasmic EGFP 0.15, Dynein transport nuclear GR-EGFP -0.44, Dynein transport cell count 1.2, bCat nuc transl cell count 5 µM 535, T cell HTS vesicle-bound % 40, MT stabilizer Hoechst-high % 2.5, MT stabilizer cytotoxicity % 2.6 and Autophagy mod cell loss 18 h 10.
Screening NC1=NC(=O)/C(=C/c2ccccc2OS(=O)(=O)c2ccc3ccccc3c2)S1 returned P. falciparum M17LAP 8%, Yfh1-depleted yeast inactive, P. falciparum M1AAP 29%, Dynein transport -0.033, MT stabilizer 1.5, bCat nuc transl -0.2, WT yeast gro inh -9, Autophagy mod inactive, T cell HTS inactive, WT yeast gro inh mutant strain 2, Dynein transport cytoplasmic EGFP 0.84, Dynein transport nuclear GR-EGFP 0.23, Dynein transport cell count -0.6, bCat nuc transl cell count 5 µM 1154, T cell HTS vesicle-bound % 46, MT stabilizer Hoechst-high % 2.3, MT stabilizer cytotoxicity % 9.2 and Autophagy mod cell loss 18 h -34.
Cc1ccc(C(=O)NCC(=O)Nc2cccc(S(=O)(=O)NC3=NCCCCC3)c2)cc1C was read as P. falciparum M17LAP -3%, Yfh1-depleted yeast inactive, P. falciparum M1AAP 0%, Dynein transport -0.078, MT stabilizer 4.0, bCat nuc transl -4.8, WT yeast gro inh 6, Autophagy mod inactive, T cell HTS inactive, WT yeast gro inh mutant strain 2, Dynein transport cytoplasmic EGFP -0.14, Dynein transport nuclear GR-EGFP -0.028, Dynein transport cell count 0.35, bCat nuc transl cell count 5 µM 1126, T cell HTS vesicle-bound % 42, MT stabilizer Hoechst-high % 1.4, MT stabilizer cytotoxicity % 2.1 and Autophagy mod cell loss 18 h 26.
`CSc1nc2[nH]c3c(c2c2nncn12)CC(C)(C)OC3` gave P. falciparum M17LAP 5%, Yfh1-depleted yeast inactive, P. falciparum M1AAP 2%, Dynein transport 0.3, MT stabilizer 2.3, bCat nuc transl 1.0, WT yeast gro inh 7, Autophagy mod inactive, T cell HTS inactive, WT yeast gro inh mutant strain 9, Dynein transport cytoplasmic EGFP -0.049, Dynein transport nuclear GR-EGFP 0.76, Dynein transport cell count -0.69, bCat nuc transl cell count 5 µM 1186, T cell HTS vesicle-bound % 13, MT stabilizer Hoechst-high % 1.8, MT stabilizer cytotoxicity % 6.6 and Autophagy mod cell loss 18 h 37.
Nc1nc(SCc2nc3scc(-c4ccccc4)c3c(=O)[nH]2)n[nH]1 was read as P. falciparum M17LAP 21%, Yfh1-depleted yeast inactive, P. falciparum M1AAP -12%, Dynein transport 0.0073, MT stabilizer 1.7, bCat nuc transl 1.0, WT yeast gro inh -1, Autophagy mod inactive, T cell HTS inactive, WT yeast gro inh mutant strain -6, Dynein transport cytoplasmic EGFP -0.18, Dynein transport nuclear GR-EGFP 0.69, Dynein transport cell count 0.18, bCat nuc transl cell count 5 µM 929, T cell HTS vesicle-bound % 47, MT stabilizer Hoechst-high % 1.1, MT stabilizer cytotoxicity % 3.8 and Autophagy mod cell loss 18 h 0.
`CS(=O)(=O)N1N=C(c2ccc3nccnc3c2)CC1c1ccccc1` (stereo unspecified) gave P. falciparum M17LAP -6%, Yfh1-depleted yeast inactive, P. falciparum M1AAP 1%, Dynein transport -0.096, MT stabilizer 1.5, bCat nuc transl 0.7, WT yeast gro inh -3, Autophagy mod inactive, T cell HTS inactive, WT yeast gro inh mutant strain -4, Dynein transport cytoplasmic EGFP -0.039, Dynein transport nuclear GR-EGFP -0.11, Dynein transport cell count -0.72, bCat nuc transl cell count 5 µM 1375, T cell HTS vesicle-bound % 24, MT stabilizer Hoechst-high % 1.7, MT stabilizer cytotoxicity % 7.6 and Autophagy mod cell loss 18 h 0.

Screens (PubChem BioAssay)
